# Screening data: PubChem BioAssay, National Center for Advancing Translational Sciences (NCATS)
# D1 PAM – enhances dopamine response at the human D1 receptor; P21728; HEK293 TREx D1 cells, calcium flux, dopamine EC20 potentiation; potentiation, % at 10 µM; 0.036% of 360,000 active; AID 504651; in the data active means potentiation above about 30%; further: 0% is about no effect
# Target sequence (P21728 whole entry, looked up): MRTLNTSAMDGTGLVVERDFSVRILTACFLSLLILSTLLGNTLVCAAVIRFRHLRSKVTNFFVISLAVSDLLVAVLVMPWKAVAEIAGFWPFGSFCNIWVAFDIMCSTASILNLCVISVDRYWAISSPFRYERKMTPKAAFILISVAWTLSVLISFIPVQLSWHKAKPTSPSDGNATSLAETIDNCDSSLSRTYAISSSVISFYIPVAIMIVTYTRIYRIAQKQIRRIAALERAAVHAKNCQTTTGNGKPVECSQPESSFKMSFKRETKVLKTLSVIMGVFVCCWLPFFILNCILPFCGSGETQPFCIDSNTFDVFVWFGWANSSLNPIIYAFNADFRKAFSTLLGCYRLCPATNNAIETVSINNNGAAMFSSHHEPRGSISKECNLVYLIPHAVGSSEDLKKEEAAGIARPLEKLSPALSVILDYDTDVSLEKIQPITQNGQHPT
# Vif-A3F inh – Vif-A3F binding inhibition; 0.2% of 390,000 active; Potency, µM (top dose mostly 46.1 µM), for inactives: at the highest dose activity, negative = active; HeLa A3F-eYFP + Vif (tagged APOBEC3F with the HIV-1 protein that degrades it), YFP fluorescence increase; AID 602313; further: potency means the concentration at half of the fitted maximal effect; % of control where 0% means no effect; nearly all actives have a fitted effect of over 65% in size
#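 Fluorescence increase (Ex 488/Em 500-530) after overnight compound treatment at 37 deg C flags inhibition of Vif-driven A3F-eYFP loss in stable HeLa A3F-eYFP/Vif cells seeded overnight beforehand.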
# D1 antag – blocks dopamine activation of the human D1 receptor; AID 504652; 3.2% of 360,000 active; activity change, negative = inhibition, % at 10 µM; P21728; HEK293 TREx D1 cells, calcium flux, dopamine EC80; active compounds read low; in the data active means activity change below about -30%; further: on the % scale 0 is the no-effect control and ±100 the full control effect
#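 Kinetic fluorescence of a calcium dye serves as the read-out. D1-expressing Hek293 Trex cells, induced overnight at 30 C, are exposed to compound for 180 s before an EC80 dopamine addition, then read 180 s further.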
# D1 agonist – activates the human D1 dopamine receptor; P21728; HEK293 T-REx D1 cells, calcium flux, agonist mode; activation, % at 2 µM; 1% of 360,000 active; AID 504660; in the data active means activation above about 30%; further: 0% is about no effect
#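 Inducible HEK293 T-REx D1 cells, force-coupled to calcium signalling, were plated at 4000 cells/well with tetracycline and held overnight at 30 C. After no-wash calcium dye loading, compound-evoked calcium rise over 180 s flagged agonists.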
# Glioma ERSR ind – induces the endoplasmic reticulum stress response in human glioma cells | U87-MG GRP78 promoter luciferase reporter, 16 h | Potency, µM, inactives show top-dose activation, hits mostly activators | 0.02% of 420,000 active | AID 602332; further: potency means the concentration at half of the fitted maximal effect; series mostly up to about 76 µM; % of control where 0% means no effect; nearly all actives have a fitted effect of over 35% in size
#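 ERSR induction read as luciferase luminescence (Bright-Glo, 10 min at room temperature) in stably transfected human U87-MG glioma cells exposed to compounds for 16 h, using GRP78 as sensor.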
# RXFP1 agonist – agonists of human relaxin receptor RXFP1. AID 2676. Potency, µM (doses to about 57.5 µM), for the others: top-dose activation, usual class: activators. Q9HBX9. 0.3% of 370,000 active. HEK293T-RXFP1 cAMP TR-FRET, 30 min; response scale: percent of porcine relaxin response, buffer zero; further: potency means the concentration at half of the fitted maximal effect; on the % scale 0 is the no-effect control and ±100 the full control effect; nearly all actives have a fitted effect of over 60% in size; many of its hits are not listed in these tables
#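 cAMP rise read by TR-FRET after 30 min, 37C compound exposure (up to 58 uM) in RXFP1-transfected HEK293 cells with Ro 20174 present. EC50 from Hill-equation fits, with 29 nM porcine relaxin as 100% and buffer as basal.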
# RXFP1 antagonist – blocks the human relaxin receptor RXFP1; Q9HBX9; HEK293-RXFP1, relaxin-stimulated cAMP HTRF, 30 min; active compounds read low; activity change, negative = inhibition, % at 57.5 µM; 0.59% of 350,000 active;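 active means activity change of -60% or lower, but not beyond a set lower limit; inconclusive means change between -60% and -40%, or beyond the set limit; inactive means change above -40%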; further: on the % scale 0 is the no-effect control and ±100 the full control effect
# Vif-APOBEC3G blk – blocks the Vif interaction with human APOBEC3G; 0.076% of 410,000 active; HeLa A3G-eYFP + Vif (tagged APOBEC3G with the HIV-1 protein that degrades it), YFP fluorescence, overnight; Potency, µM (doses to about 46.1 µM), for inactives: at the highest dose activity, negative = active, hits mostly inhibitors; Q9HC16;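 further: potency means the concentration at half of the fitted maximal effect; on the % scale 0 is the no-effect control and ±100 the full control effect; nearly all actives have a fitted effect of over 60% in size; hits raise eYFP signal because A3G escapes Vif-driven loss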
#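 Read-out is eYFP fluorescence (Ex 488/Em 500-530) from Vif-expressing HeLa A3G-eYFP cells; more signal means A3G escaped Vif-mediated degradation. Cells plated overnight, compound pinned in, incubated overnight at 37 deg C.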
# D2 PAM – D2 dopamine receptor (human) potentiation; HEK293 T-REx D2, calcium flux, EC20 dopamine potentiation; 0.34% of 340,000 active; potentiation, % at 10 µM; P14416;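 active means potentiation over 3 SD above the plate norm, cut at about 30% in these data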; further: 0% is about no effect
# Target sequence (P14416 whole entry, looked up): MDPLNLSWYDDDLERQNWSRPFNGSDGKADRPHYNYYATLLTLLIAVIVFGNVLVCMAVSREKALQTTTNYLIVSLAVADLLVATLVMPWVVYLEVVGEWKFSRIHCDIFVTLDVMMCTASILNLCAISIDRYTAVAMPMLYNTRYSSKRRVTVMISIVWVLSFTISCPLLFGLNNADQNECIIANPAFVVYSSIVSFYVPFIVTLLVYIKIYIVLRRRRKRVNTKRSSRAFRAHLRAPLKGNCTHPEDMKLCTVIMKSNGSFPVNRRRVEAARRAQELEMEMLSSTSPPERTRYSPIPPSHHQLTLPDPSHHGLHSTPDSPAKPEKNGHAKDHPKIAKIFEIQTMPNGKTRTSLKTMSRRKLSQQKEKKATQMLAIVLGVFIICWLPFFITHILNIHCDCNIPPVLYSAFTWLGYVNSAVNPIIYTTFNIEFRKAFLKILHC
#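 Tetracycline-induced Hek293 Trex D2 cells, force-coupled to calcium, loaded with no-wash calcium dye. Compound added with 180 s kinetic read for agonism, then EC20 dopamine and a further 180 s read for potentiation.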
# * = called active by the depositor; ? = inconclusive; . = not tested or not shown. Unless noted, the call rests on the fitted dose curve; in most records, active means well fitted curve in the direction sought with a large enough effect; inconclusive means small, poorly fitted or top-dose-only effect, or another doubt; inactive means no such curve, though single readings can be large; an effect the other way counts as inactive or inconclusive. A portion of the library, so the mix of outcomes need not match the whole.
SMILES,D1 PAM,Vif-A3F inh,D1 antag,D1 agonist,Glioma ERSR ind,RXFP1 agonist,RXFP1 antagonist,Vif-APOBEC3G blk,D2 PAM
COc1ccc(/C=C(\NC(=O)c2ccccc2)C(=O)NC2CCS(=O)(=O)C2)cc1 (configuration not stated),-1,2%,3,3,-3%,0.0%,7,0%,-5
Cc1cc(=O)oc2c3c4c(cc12)OCCN4CCC3,4,3%,8,15,1%,9.6%,16,3%,-11
O=C(Oc1ccc(Cl)cc1)N1CCOCC1,0,-5%,14,-3,-1%,-1.4%,-11,0%,3
CC1(c2nnc(-c3ccc(Cl)cc3)o2)CC(c2c(Cl)cccc2Cl)=NO1 (configuration not stated),1,5%,-18,3,-2%,0.0%,.,1%,0
Cc1ccc(S(=O)(=O)Nc2ccc(S(=O)(=O)N3CCCC3)cc2)cc1,-6,4%,-17,12,-5%,-0.7%,-1,-5%,2
COc1ccc(-c2nnc(SCC(=O)N3CCCCC3)o2)c(OC)c1,0,-2%,-6,-1,2%,-0.3%,0,-1%,4
CCS(=O)(=O)N1Cc2ccccc2CC1C(=O)Nc1ccccc1OC (configuration not stated),-1,-2%,12,4,-4%,6.3%,-4,1%,-1
CCN1CCN(c2nc(Nc3ccccc3)nc(N)c2[N+](=O)[O-])CC1,-7,-16%,14,1,-6%,6.0%,-4,-3%,-20
CC(=O)c1cccc(S(=O)(=O)Nc2c(C)nn(C)c2C)c1,4,-8%,9,4,-6%,1.9%,1,-4%,14
Clc1ccc(-c2nnc(SCc3cn4ccsc4n3)n2CC2CCCO2)cc1 (configuration not stated),-6,1%,-4,1,-2%,0.8%,14,-6%,-1
COc1cc2c(cc1NC(=O)CN1CCN(S(=O)(=O)c3ccccc3F)CC1)oc1ccccc12,4,-1%,7,4,-10%,1.9%,-4,-4%,1
COc1ccc(N(C(=O)Cn2nnc(-c3ccc(F)cc3)n2)C(C)C(=O)NC2CCCC2)cc1OC (configuration not stated),-2,1%,-24,1,-6%,-2.3%,-9,3%,-11
CCC(C(=O)N1CCN(c2ccccn2)CC1)n1nc(C)n2c(cc3occc32)c1=O (configuration not stated),1,.,16,1,-10%,8.4%,0,-20%,-6
COc1ccccc1C(=O)OC1CCCN(C)C1 (configuration not stated),-9,-3%,0,3,4%,4.2%,-1,2%,1
COC(=O)c1ccc(NC(=O)CC2C(=O)N(c3cccc(OC)c3)C(=O)N2Cc2cccs2)cc1 (configuration not stated),-2,1%,-13,3,-1%,1.4%,5,-5%,-6
CCOc1ccc(S(=O)(=O)Nc2cc(OC)ccc2OC)cc1,-2,-24%,-9,8,-4%,-0.1%,16,?,29
COc1ccc2nc3cc(Cl)ccc3c(Nc3cc(C(C)C)c(O)cc3C)c2c1,-10,1%,-22,2,-4%,0.0%,-11,-8%,-24
COc1ccc(CCC(=O)O)c(C(CC(=O)O)C(=O)O)c1OS(=O)(=O)c1ccc(C)cc1 (configuration not stated),.,-1%,.,.,-4%,.,3,-4%,.
Cc1nc2scc(C)n2c(=O)c1S(=O)(=O)N1CCN(c2ccc(F)cc2)CC1,-5,0%,-6,7,-5%,2.3%,4,3%,10
CCOC(=O)c1cnc(-n2nc(C)cc2C)nc1N(CC)CC,-4,8%,-21,1,-1%,0.3%,24,-1%,14
O=C(COc1ccc(S(=O)(=O)N2CCOCC2)cc1Cl)N1CCOCC1,-1,1%,-7,0,1%,0.8%,5,-1%,11
COc1ccc(S(=O)(=O)NCCc2csc(-c3ccc(F)cc3)n2)cc1,-3,2%,-16,9,-3%,9.7%,-6,2%,-2
CC(C)N(C(=O)CSc1nc(COc2ccccc2)nc2ccccc12)C(C)C,-4,-2%,-10,0,-1%,8.2%,-1,-1%,0
CCC1(CC)CNC(=O)NC1=O,.,11%,.,.,-3%,.,-8,-1%,.
CCn1c(=S)[nH]c2sc3c(c2c1=O)CCCCC3,2,-18%,.,-3,-1%,24%,-8,-6%,-2

# Remaining list, next part.
SMILES,D1 PAM,Vif-A3F inh,D1 antag,D1 agonist,Glioma ERSR ind,RXFP1 agonist,RXFP1 antagonist,Vif-APOBEC3G blk,D2 PAM
Cn1cccc1/C=N/NC(=O)c1ccc(OC(F)(F)C(F)F)cc1,-8,-10%,-23,3,0%,0.3%,5,1%,-10
COC(=O)c1c(Cc2ccccc2Cl)c[nH]c1C,-4,0%,2,-1,1%,0.2%,1,-1%,3
COc1cc(NS(=O)(=O)c2ccc(NC(=O)CSC3=NCCS3)cc2)nc(OC)n1,-4,.,-21,6,.,-0.4%,.,.,-5
CCCN1CCc2c(sc3nc(SCC)n(-c4ccc(OC)cc4)c(=O)c23)C1,-5,-28%,8,2,-1%,4.2%,-2,0%,-6
S=C(NCCC1=CCCCC1)Nc1ccccc1,-5,0%,-11,12,7%,-1.1%,4,0%,-9
O=C(/C=C/c1ccccc1Cl)NC1CCS(=O)(=O)C1 (configuration not stated),-1,-1%,-5,2,-5%,-0.6%,-20,1%,-10
O=c1oc2c(-c3ccc([N+](=O)[O-])cc3)cc(O)cc2s1,-2,15%,-6,11,-6%,0.0%,?,-2%,9
COc1ccccc1CN1CC(C(=O)NCCc2ncccc2C)CCC1=O (configuration not stated),-1,-4%,-9,0,-2%,0.1%,13,-4%,-7
CCc1ccc(NC2=CC(=O)C(=O)c3ccccc32)cc1,-3,5%,-10,3,-13%,-1.6%,10,-10%,6
CCN(CC)S(=O)(=O)c1cc(C(=O)OC(C)C(=O)NCc2ccco2)ccc1C (configuration not stated),-2,2%,-12,2,2%,0.5%,2,-1%,3
c1ccc(CSc2nnnn2-c2ccc3c(c2)OCCO3)nc1,0,6%,-13,2,1%,2.7%,-17,0%,0
O=C(NCC1CCCO1)/C(=C/c1ccccc1)NC(=O)c1ccccc1 (configuration not stated),2,-20%,-5,4,-1%,-3.0%,1,0%,1
C/C(=C1/SC(=S)N(CCC(=O)O)C1=O)c1ccc(O)cc1,-3,.,0,1,0%,-1.3%,2,-5%,0
O=C(NCc1ccccc1)c1cc2sccc2n1Cc1ccc(Cl)cc1,0,1%,-6,7,-2%,0.9%,.,1%,-5
Cc1c(C(=O)NCCC2=CCCCC2)oc2ccc(S(=O)(=O)N3CCOCC3)cc12,1,-5%,7,5,-6%,0.0%,-2,-8%,-3
C/C(=C\C(=O)c1cccnc1)Nc1ccc(C)c(C)c1,1,0%,-7,3,5%,3.0%,10,0%,-4
COCCNC(=O)/C(C#N)=C/c1ccc(OCc2ccccc2)cc1,-2,-23%,5,2,3%,-1.2%,-12,-19%,-17
COc1ccc(CN(CCN2CCOCC2)C(=O)c2c(F)cccc2F)cc1OC,2,2%,10,2,-2%,0.4%,4,-3%,-15
Cn1c(CCN2CCN(c3ccccc3)CC2)nc2cc(NC(=O)c3ccco3)ccc21,1,2%,-2,0,-2%,-0.1%,-15,-4%,-17
Cc1ccc(C2=NN(S(C)(=O)=O)C(c3cccs3)C2)cc1 (configuration not stated),-11,12%,-48*,0,2%,1.9%,-1,4%,-6
CCOC(=O)c1c(NC(C)=O)sc2c(OCC(O)CN(CC)CC)c(Br)ccc12 (configuration not stated),0,-15%,-3,7,-5%,-0.4%,8,4%,-2
N#CCSc1nc2ccc(N3CCOCC3)cc2c(=O)n1CCc1ccccc1,-3,0%,-18,2,1%,1.4%,8,0%,.
Cc1cccc(Nc2ncc(NC(=O)c3cccc(F)c3)c(Nc3cccc(C)c3)n2)c1,-1,-19%,3,3,5%,-4.3%,-31,-11%,-1
Cc1cc2nc(N(Cc3cccnc3)C(=O)c3ccc(Cl)s3)sc2cc1C,-2,-1%,.,4,-4%,2.0%,3,4%,10
Cc1ccc(NC(=O)c2cnccn2)c(C)c1,4,3%,4,3,2%,1.1%,0,0%,.

# Next part:
SMILES,D1 PAM,Vif-A3F inh,D1 antag,D1 agonist,Glioma ERSR ind,RXFP1 agonist,RXFP1 antagonist,Vif-APOBEC3G blk,D2 PAM
Cc1ccc(C2CC(c3ccccc3Cl)n3nc(N)nc3N2)cc1 (configuration not stated),16,-8%,12,0,2%,-0.2%,-32,2%,9
O=C1c2ccccc2C(Nc2ccccc2)N1c1ccc(Cl)cn1 (configuration not stated),0,0%,4,5,1%,6.8%,-22,-4%,9
CCC(=O)N(Cc1ccco1)C1CC(=O)N(c2ccccc2)C1=O (configuration not stated),-1,-10%,2,1,-3%,-0.1%,10,1%,-6
CN1CCN(c2nc(Nc3ccc(O)cc3)nc3ccccc23)CC1,2,-13%,-22,0,-8%,-0.8%,-32,1%,6
COc1ccc(S(=O)(=O)Nc2nnc(Cc3ccc(OC)c(OC)c3)s2)cc1,1,-2%,8,0,-1%,1.1%,-13,-6%,28
Cc1ccc(CCNC(=O)c2ccc3c(c2)N(Cc2ccccc2)C(=O)c2ccccc2S3=O)cc1 (configuration not stated),-6,-9%,-3,9,-1%,0.7%,.,1%,3
O=C(COc1cc(F)ccc1[N+](=O)[O-])Nc1cc(S(=O)(=O)N2CCCC2)ccc1Cl,-2,-8%,-13,4,-3%,1.2%,-3,-1%,-1
Cc1ccc(S(=O)(=O)c2ccc(NN)cc2)cc1,-4,-7%,9,0,-7%,1.4%,8,-1%,5
CCCNC(=O)c1ccc(COc2ccc(C(C)(C)C)cc2)o1,0,-1%,-15,8,6%,3.4%,-19,-1%,13
COc1ccc(OC)c(CC(NC(C)=O)C(=O)NC2CCN(C(=O)c3cccc(C)c3)CC2)c1 (configuration not stated),0,4%,-8,1,-5%,-0.4%,-3,0%,-8
CCOc1ccc(/C=C/C(=O)NC2CCCCC2)cc1,-6,-2%,11,2,2%,-0.8%,-12,-1%,-8

# 4 compounds already listed, arranged by count of non-hydrogen atoms, lowest first:
SMILES,D1 PAM,Vif-A3F inh,D1 antag,D1 agonist,Glioma ERSR ind,RXFP1 agonist,RXFP1 antagonist,Vif-APOBEC3G blk,D2 PAM
Cc1ccc(S(=O)(=O)c2ccc(NN)cc2)cc1,-4,-7%,9,0,-7%,1.4%,8,-1%,5
O=C1c2ccccc2C(Nc2ccccc2)N1c1ccc(Cl)cn1 (configuration not stated),0,0%,4,5,1%,6.8%,-22,-4%,9
CN1CCN(c2nc(Nc3ccc(O)cc3)nc3ccccc23)CC1,2,-13%,-22,0,-8%,-0.8%,-32,1%,6
COc1ccc(S(=O)(=O)Nc2nnc(Cc3ccc(OC)c(OC)c3)s2)cc1,1,-2%,8,0,-1%,1.1%,-13,-6%,28
